D3 antag = antagonists of human D3 dopamine receptor | P35462 | D3R cells, DiscoveRx beta-arrestin luminescence, antagonist mode; stronger effect = lower value | max response, negative = inhibition, % | 360,000 compounds, 2.5% hits | AID 652054; in the data active = max response below about -50%; inconclusive = no clear call, values can overlap the other calls; note: % is set by controls: 0 for no effect and ±100 for the full control effect; mostly tested at two doses, the higher about 12 µM
Target sequence (P35462 whole entry, looked up): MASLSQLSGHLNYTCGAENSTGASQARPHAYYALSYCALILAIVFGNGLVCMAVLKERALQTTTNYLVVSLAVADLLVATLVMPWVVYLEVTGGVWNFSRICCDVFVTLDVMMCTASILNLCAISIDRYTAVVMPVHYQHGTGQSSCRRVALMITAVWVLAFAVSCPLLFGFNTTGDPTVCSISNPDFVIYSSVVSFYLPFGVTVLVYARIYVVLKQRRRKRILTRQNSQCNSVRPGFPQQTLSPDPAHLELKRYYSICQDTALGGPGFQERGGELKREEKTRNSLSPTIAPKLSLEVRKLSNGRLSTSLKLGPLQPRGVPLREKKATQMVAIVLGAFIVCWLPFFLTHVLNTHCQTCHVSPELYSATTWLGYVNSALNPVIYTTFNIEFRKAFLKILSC
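Cells plated overnight at 1500 cells/well, then exposed to library compounds with dopamine controls for 90 minutes at 37 degrees C. DiscoveRx reagent added for 30–60 minutes at room temperature; luminescence read, quantitative HTS format.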
FUS yeast rescue = rescues growth of FUS-expressing yeast; S. cerevisiae FUS-expressing, growth rescue, OD600, 24 h; Potency, µM (doses to about 76.6 µM), inactives show top-dose growth rescue (activation), most hits filed as activators; 390,000 compounds, 0.24% hits; AID 1347120;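 note: potency is the fitted concentration of half-maximal effect; plate controls were DMSO vehicle for no effect and reference control for full effect; nearly all actives have a fitted effect of over 55% in size; some results filed as inactive show a strong effect at the top dose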
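Compound concentration series was pinned onto galactose-induced FUS-expressing yeast seeded at OD 0.005. Plates sat 24hr at 30C; absorbance at 600 nm gave growth. DMSO served as background control.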
GLP-1R agonist = activates the human GLP-1 receptor | P43220 | HEK293 GLP-1R CRE-luciferase, luminescence, 4-6 h; cells express a hypersensitive GLP-1R form | Potency, µM (titrated, usually from 45.6 µM), without a hit: top-dose activation, usual class: activators | 380,000 compounds, 0.007% hits | AID 624172; note: potency is the fitted concentration of half-maximal effect; % of control where 0% means no effect
Abeta yeast res = A-beta toxicity reversal in yeast; yeast expressing A-beta42, growth rescue, OD600, 48 h; response scale: 0% DMSO, 100% iron-clioquinol control; Potency, µM (top dose mostly 46.1 µM), without a hit: at the highest dose growth rescue, hits mostly activators; 410,000 compounds, 0.063% hits; AID 1347071; note: potency is the fitted concentration of half-maximal effect; nearly all actives have a fitted effect of over 55% in size
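Growth rescue measured by 600 nm absorbance after 48 h yeast culture at 30 C with compound. Values normalized between DMSO and an equimolar ferric chloride plus clioquinol control.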
PTHR1 ag = activates the human parathyroid hormone receptor PTHR1; HEK293 GP2 PTHR1 cells, GloSensor cAMP luminescence, 1 h; 410,000 compounds, 0.075% hits; AID 743266; Potency, µM (titrated, usually from 115 µM), inactives show at the highest dose activation, usual class: activators; note: potency is the fitted concentration of half-maximal effect; nearly all actives have a fitted effect of over 55% in size; some results filed as inactive show a strong effect at the top dose; inactives centre near -15; many of its hits are not listed in these tables
Target sequence (Q03431 whole entry, looked up): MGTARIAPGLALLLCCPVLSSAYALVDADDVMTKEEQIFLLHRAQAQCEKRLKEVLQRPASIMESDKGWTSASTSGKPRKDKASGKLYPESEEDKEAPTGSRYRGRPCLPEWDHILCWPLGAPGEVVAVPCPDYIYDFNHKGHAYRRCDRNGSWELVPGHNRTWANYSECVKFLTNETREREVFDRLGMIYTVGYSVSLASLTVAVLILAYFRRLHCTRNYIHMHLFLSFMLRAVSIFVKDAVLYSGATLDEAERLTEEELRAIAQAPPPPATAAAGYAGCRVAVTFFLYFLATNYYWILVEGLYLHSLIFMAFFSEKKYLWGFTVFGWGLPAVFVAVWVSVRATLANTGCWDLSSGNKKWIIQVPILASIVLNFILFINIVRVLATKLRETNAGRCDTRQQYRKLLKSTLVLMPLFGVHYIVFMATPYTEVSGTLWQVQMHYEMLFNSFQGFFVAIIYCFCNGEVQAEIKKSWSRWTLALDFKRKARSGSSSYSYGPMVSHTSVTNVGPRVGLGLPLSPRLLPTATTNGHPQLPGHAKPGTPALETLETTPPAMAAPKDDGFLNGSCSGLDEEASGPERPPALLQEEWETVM
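HEK-293-derived GP2 cells expressing PTHR1 and a GloSensor cAMP reporter, 3,000/well, plated overnight, given luciferin plus IBMX (each 0.5 mM as added) for 1 h at 37 °C, then compound for 1 h at 37 °C. Luminescence was read after 15 min at room temperature.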
aSyn yeast inh = inhibitors of alpha-synuclein toxicity in yeast | 370,000 compounds, 0.14% hits | Yeast expressing alpha-synuclein, growth rescue, BacTiter-Glo, 24 h | AID 652106 | Potency, µM (series often up to 46.1 µM), for inactives: at the top dose growth rescue (activation), most hits filed as activators; note: potency is the fitted concentration of half-maximal effect; % of control where 0% means no effect; nearly all actives have a fitted effect of over 65% in size
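Rescue of yeast growth: cells expressing toxic alpha-synuclein, induced in galactose at OD600 0.02, incubated with compound 24 h at 30 C. ATP luminescence quantified growth; inhibitors of toxicity appear as activators.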
GLP1R inv ag = inverse agonists of human GLP-1 receptor; P43220; HEK293 GLP-1R CRE-luciferase, luminescence, 24 h; GLP-1R form is constitutively active; Potency, µM (series often up to 38.3 µM), without a hit: top-dose activity change, negative = inhibition, most hits filed as inhibitors; 410,000 compounds, 1.6% hits; AID 624417; note: potency is the fitted concentration of half-maximal effect; % is set by controls: 0 for no effect and ±100 for the full control effect; nearly all actives have a fitted effect of over 55% in size
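GLP-1R inverse agonism mode: basal reporter luminescence in engineered HEK293 cells measured after one day of compound exposure at 37 deg C, with a 12 min room-temperature detection step.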
TDP43 rescue = inhibitors of TDP-43 toxicity in yeast | TDP-43 expressing yeast growth rescue, BacTiter-Glo, 24 h | Potency, µM (highest dose often 46.1 µM), without a hit: top-dose growth rescue (activation), usual class: activators | 410,000 compounds, 1.8% hits | AID 652104; note: potency is the fitted concentration of half-maximal effect; % of control where 0% means no effect; nearly all actives have a fitted effect of over 50% in size
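Cell-based yeast growth screen: TDP-43 expression induced in galactose, inoculum OD600=0.02 after raffinose pregrowth to mid-log. Read-out BacTiter-Glo luminescence at 24 hr, 30 deg C; inhibition of toxicity seen as signal increase.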
Akt phos inh = Akt phosphorylation inhibition; AID 651550; activity change, % for hits at 50 µM; 360,000 compounds, 0.32% hits; Neuro2A IGF-stimulated pAkt S473 HTRF, 20 min; stronger effect = lower value; in the data active = activity change below about -80%; inconclusive = mostly about -51% to -80%; note: % is set by controls: 0 for no effect and ±100 for the full control effect
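Neuro2A cells (4,500/well, DMEM with 0.5% FBS) were treated with compound at a single 50 µM final concentration, stimulated with 6 nM IGF for 20 min at 37 °C, and lysed. Phospho-Akt Ser473 was read by HTRF as 665/615 ratio ×10^4.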
An asterisk follows results filed as active; i = inactive; ? = inconclusive; nt = not tested or not shown; [ ] = another dose, or the depositor's remark. Unless noted, calls come from the whole dose curve; as a rule, active = well fitted curve in the direction sought with a large enough effect; inconclusive = small, poorly fitted or top-dose-only effect, or another doubt; inactive = no such curve, though single readings can be large; an effect the other way counts as inactive or inconclusive. These rows are one share of the data (hit frequency here may not be typical).

smiles | D3 antag | FUS yeast rescue | GLP-1R agonist | Abeta yeast res | PTHR1 ag | aSyn yeast inh | GLP1R inv ag | TDP43 rescue | Akt phos inh
CCOC(=O)NC(N(O)c1cccc(Cl)c1)C(Cl)(Cl)Cl (stereo not given) | 3 | 5% | 15% | ? | -18% | 15% | -24% | 20% | i
CCC(c1nnnn1-c1ccc2c(c1)OCCO2)N1CCN(C/C=C/c2ccccc2)CC1 (stereo not given) | -16 | -4% | 9% | -6% | -25% | 0% | ? | 12% | i
O=C(COc1ccc2c(-c3ccccc3)cc(=O)oc2c1)Nc1ccc(CN2CCOCC2)cc1 | -10 | 26% | -1% | -13% | -24% | -4% | 3% | -10% | i
Cc1ccc(NC(=O)Nc2cc(C(F)(F)F)c[nH]c2=O)cc1 | -15 | -11% | 11% | 9% | i | -10% | 10µM* | -9% | i
CCSc1nnc(NC(=O)CN2C(=O)C3CC=CCC3C2=O)s1 (stereo not given) | 8 | -17% | -9% | -4% | i | 1% | 2% | 13% | i
CN(C)S(=O)(=O)c1ccc(Cl)c(NC(=O)COC(=O)CCC2CCCCC2)c1 | -18 | nt | -16% | 20% | i | -3% | 2% | -3% | i
CCOc1ccc(NC(=O)Nc2cc(C)on2)cc1 | -25 | 26% | 5% | -10% | -3%[57.5 µM] | -12% | 8% | ? | i
Cc1cccc(C)c1NC(=O)CSc1nccn1C | nt | -16% | 9% | -8% | -13% | 19% | 18% | 10% | nt
O=C(Cc1ccc(Cl)cc1)NCC(c1cccs1)S(=O)(=O)c1ccccc1 (stereo not given) | nt | 19% | nt | 15% | i | nt | ? | ? | nt
CCCCn1c(=NC(=O)c2cc3ccccc3o2)c(C(=O)OCC)cc2c(=O)n3ccccc3nc21 | nt | 11% | nt | -8% | 13% | nt | 16% | 14% | nt
COc1ccc(CN(C(=O)c2cccs2)c2ccccc2)cc1 | -24 | 19% | 10% | -2% | i | 2% | ? | -21%[9.22 µM] | i
CN(C(=O)Cn1cc(S(=O)(=O)N2CCN(c3ccccc3F)CC2)c2ccccc2c1=O)c1ccc(Cl)cc1 | nt | 15% | 1% | -1% | i | nt | ? | 10% | nt
CCOC(=O)C(NS(=O)(=O)c1ccccc1)(C(F)(F)F)P(=O)(OCC(C)C)OCC(C)C (stereo not given) | 5 | 2% | 3% | -7% | -86%[inhibitor][57.5 µM] | 7% | -15% | 1% | i
CCOC(=O)c1c(C)c(C(=O)N2CCCCCC2)c(C)n1C | -2 | 30% | ? | 14% | i | -2% | 4% | 14% | i
COc1ccc(C2CC(=O)N3CN(c4ccc(C)c(Cl)c4)CSC3=C2C#N)cc1OC (stereo not given) | -24 | 7% | -3% | 0% | -39%[inhibitor] | 7% | -4% | ? | i
COc1ccccc1CNC(=O)CSc1ncc(S(=O)(=O)c2ccc(C)c(Cl)c2)c(=O)[nH]1 | nt | -7% | -8% | -14% | i | -5% | 16% | 10% | nt
O=C(Cc1ccc(Br)cc1)OCC(=O)N1CCc2ccccc2C1 | -5 | 35% | 2% | 1% | i | 0% | -10% | 12% | i
O=C(CC1N=C2c3ccccc3N=C(SCc3ccccc3F)N2C1=O)NCc1cccs1 (stereo not given) | nt | -25% | nt | -2% | -5% | nt | 1% | 15% | nt
COc1ccc(/C=C(\NC(=O)c2cccs2)C(=O)NCc2ccco2)cc1OC | -4 | -19% | 0% | 2% | i | 3% | 3% | 10% | i
CCCn1c(SCC(N)=O)nc2c(c1=O)C1(CCCC1)Cc1ccccc1-2 | -23 | 17% | 0% | 18% | -14% | -1% | ? | 25% | i
CCc1cccc(NC(=O)CN2c3ccccc3S(=O)(=O)c3ccccc32)c1 | nt | 24% | nt | -5% | i | nt | ? | 12% | nt
COc1ccc(CCNCC(=O)Nc2c(C)cc(C)cc2C)cc1OC | 6 | -1% | 3% | 3% | i | -5% | 18% | 3% | i
CCCCCCN1C[C@H](n2cc(C3CC3)nn2)[C@@H](O)C[C@@H]1c1ccc(C)cc1 | 9 | 13% | -5% | 3% | -37% | 10% | ? | 0% | i
O=C(OCc1c(Cl)cccc1Cl)c1ccncc1 | -9 | nt | 0% | 0% | i | 21% | 3% | 12% | i
Cc1ccc(/C=C/c2onc(C)c2S(=O)(=O)N2CCC(C(=O)NCc3ccc(Cl)cc3)CC2)cc1 | nt | 8% | 2% | -3% | i | nt | 1% | 15% | nt

Full records, quoted from the list. Order of values: D3 antag	FUS yeast rescue	GLP-1R agonist	Abeta yeast res	PTHR1 ag	aSyn yeast inh	GLP1R inv ag	TDP43 rescue	Akt phos inh
Entry for Cc1ccc(NC(=O)Nc2cc(C(F)(F)F)c[nH]c2=O)cc1 : -15	-11%	11%	9%	i	-10%	10µM*	-9%	i
Entry for CCC(c1nnnn1-c1ccc2c(c1)OCCO2)N1CCN(C/C=C/c2ccccc2)CC1 (stereo not given) : -16	-4%	9%	-6%	-25%	0%	?	12%	i

The listing picks up, starting 5 compounds before the break.
smiles | D3 antag | FUS yeast rescue | GLP-1R agonist | Abeta yeast res | PTHR1 ag | aSyn yeast inh | GLP1R inv ag | TDP43 rescue | Akt phos inh
CCc1cccc(NC(=O)CN2c3ccccc3S(=O)(=O)c3ccccc32)c1 | nt | 24% | nt | -5% | i | nt | ? | 12% | nt
COc1ccc(CCNCC(=O)Nc2c(C)cc(C)cc2C)cc1OC | 6 | -1% | 3% | 3% | i | -5% | 18% | 3% | i
CCCCCCN1C[C@H](n2cc(C3CC3)nn2)[C@@H](O)C[C@@H]1c1ccc(C)cc1 | 9 | 13% | -5% | 3% | -37% | 10% | ? | 0% | i
O=C(OCc1c(Cl)cccc1Cl)c1ccncc1 | -9 | nt | 0% | 0% | i | 21% | 3% | 12% | i
Cc1ccc(/C=C/c2onc(C)c2S(=O)(=O)N2CCC(C(=O)NCc3ccc(Cl)cc3)CC2)cc1 | nt | 8% | 2% | -3% | i | nt | 1% | 15% | nt
CCOC(=O)c1sc(NC(=O)CS(=O)(=O)c2ccc(C)cc2)nc1C | 10 | 0% | 0% | -4% | -8% | 0% | -8% | -16% | i
COc1ccc(CN2C(=O)c3cccnc3C2=O)cc1S(=O)(=O)N(C)c1ccc(C)cc1 | 6 | 17% | 1% | -4% | i | 1% | 4% | 11% | i
CC(Oc1ccccc1)C(=O)NC1CC(C)(C)NC(C)(C)C1 (stereo not given) | 23 | -19% | 4% | -3% | i | 0% | -3% | 1% | i
Cc1cc(NS(C)(=O)=O)c(=O)n(Cc2cccc(F)c2)c1 | -14 | -1% | -1% | 9% | -23% | 0% | 20% | 17% | i
C/C(=N\NC(=O)c1ccc(Br)cc1)c1cccc(NC(=O)c2cccnc2)c1 | -5 | -10% | 2% | 2% | -34%[inhibitor] | -2% | -20% | 10% | i
COC(=O)C1=C(C)NC(=O)NC1c1cn(-c2ccccc2)nc1-c1ccc(OC)c(Br)c1 (stereo not given) | nt | ? | 2% | -14% | i | 3% | 8% | 10% | nt
Cc1nc2c(OCCOc3ccccc3)cccn2c1N(C)C(=O)CCC1CCCC1 | 8 | 27% | 2% | -10% | -49%[inhibitor] | 10% | ? | ? | i
O=C(Cc1ccccc1)NCCS(=O)c1ccc(Cl)cc1 (stereo not given) | 4 | 28% | -23% | -17% | i | -7% | 0% | -13% | i
O=C(c1cccc([N+](=O)[O-])c1)N1CCN(S(=O)(=O)/C=C/c2ccccc2)CC1 | 10 | 33% | 12% | 12% | i | 1%[1.84 µM] | -22% | 12% | i
COc1ccc(NC2CC(=O)N(c3cccc([N+](=O)[O-])c3)C2=O)cc1 (stereo not given) | -7 | 17% | -13% | 25% | -17% | -2% | 7%[0.307 µM] | ? | i
COc1ccc(CCNC(N)=S)cc1OC | -20 | -7% | -1% | 11% | -24% | -8% | 79%[activator] | -8% | i
COc1ccc(CNC(=O)CCc2cc(OC)c(OC)c(OC)c2)cc1 | 17 | -33% | 6% | 0% | i | 2% | -2% | 20% | i
O=[N+]([O-])c1ccccc1C(=Nc1ccccc1)c1c(O)cc(O)cc1O | ? | 20% | -2% | -5% | i | -3% | 6% | 11% | i
O=C(COC(=O)c1ccc2ncsc2c1)Nc1cccc(Cl)c1 | -6 | nt | -3% | -40%[inhibitor] | -12% | -9% | 3% | ? | i
CSc1ccc(CN2CCC2(C)C(=O)NC2CCc3ccccc32)cc1 (stereo not given) | -70* | -18% | 19% | -14% | i | 6% | ? | 16% | i
CCOC(=O)C1CCN(C(=O)Cn2cc3c(n2)CCC(C)C3)CC1 (stereo not given) | 8 | -13% | 10% | -7% | -34%[inhibitor] | 1% | -8% | 4% | i
Fc1cc(NCc2ccccc2)nc(NCc2ccccc2)n1 | -2 | 19% | 8% | ? | -27% | -4% | ? | ? | i
Cc1ccc(-n2nnnc2SCC(=O)NNC(=O)c2ccc([N+](=O)[O-])cc2)cc1 | -8 | 3% | 2% | -6% | -2% | -5% | -1% | 2% | i
COc1cccc(-c2nnc(SCC(=O)NCc3ccc4c(c3)OCO4)n2Cc2ccco2)c1 | -17 | 8% | 14% | 8%[9.22 µM] | -34%[inhibitor] | 0% | -10% | 8% | i

Source: PubChem (National Center for Advancing Translational Sciences (NCATS))
